Assay outcomes from PubChem.
PLC-gamma1 inh: blocks human PLC-gamma1 enzyme activity; purified PLC-gamma1, fluorogenic substrate, fluorescence; inhibition, % at 12.2 µM; P19174; hit rate 0.84% among 370,000; in the data active means inhibition above about 9.5%
ssDAF12 agonist: S. stercoralis DAF-12 activation, primary screen; HEK293 ssDAF-12/GRIP1 lit1-tk-luc reporter, luminescence; % of 3 µM dafachronic acid response; activation, % at 6.8 µM; hit rate 1% among 370,000; AID 652126;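 active means activation above the mean over all tested compounds plus 3 SD, cut at about 0.9% in these data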;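 further: 0% = DMSO-only wells and 100% = 3 µM delta7-dafachronic acid wells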
DAX1 inh-1: DAX1 (NR0B1) inhibition, primary screen. HEK293T StAR-luciferase reporter, SF-1/DAX-1 repression relief. inhibition, % at 6.8 µM. hit rate 1.1% among 370,000. AID 652010;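 active means inhibition above the mean over all tested compounds plus 3 SD, cut at about 3.6% in these data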;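 further: 0% = DAX-1 cells with DMSO and 100% = cells lacking DAX-1 with DMSO; higher inhibition means more luminescence from relief of DAX-1 repression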
SMARCA2 activ: increases SMARCA2 function in MMTV reporter cells | AID 652017 | hit rate 1% among 370,000 | activation, % at 9.1 µM | MG213 cells, MMTV-luciferase reporter, dexamethasone, overnight; in the data active means activation above about 7.8%;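 further: 0% = vehicle wells and 100% = reference activator wells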
hgDAF-12 ag: hgDAF-12 agonism, primary luciferase screen. HEK293 GAL4-hgDAF12 UAS-luciferase reporter, agonist luminescence; normalized to butyrate control. activation, % at 6.8 µM. hit rate 1.8% among 370,000. AID 687014;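 active means activation above a cutoff set at the mean of all screened compounds plus 3 SD, cut at about 10% in these data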;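 further: 0% = DMSO wells and 100% = sodium butyrate wells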
DAX1 inh-2: NR0B1 (DAX1) inhibition; inhibition, % at 6.75 µM; HEK293 Gal4-DAX1 luciferase reporter, luminescence; P51843; hit rate 0.99% among 340,000; AID 504766;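 active means inhibition above the mean over all tested compounds plus 3 SD, cut at about 4.2% in these data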;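 further: 0% = DAX1-transfected cells with DMSO and 100% = empty-vector control cells with DMSO; inhibition shows as a rise in luminescence from relieved DAX1 repression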
Target sequence (P51843 207-470 limits assumed): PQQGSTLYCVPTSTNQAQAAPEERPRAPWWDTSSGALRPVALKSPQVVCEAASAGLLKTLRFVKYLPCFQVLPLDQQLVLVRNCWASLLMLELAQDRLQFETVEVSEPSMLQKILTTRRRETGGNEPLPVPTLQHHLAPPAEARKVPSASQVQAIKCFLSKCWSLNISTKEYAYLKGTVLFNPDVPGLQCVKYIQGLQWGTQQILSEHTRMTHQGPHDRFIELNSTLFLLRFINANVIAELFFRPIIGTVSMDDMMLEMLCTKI
NR1D1 modulator: modulators of human Rev-erb alpha DNA binding. activity, % at 10 µM. P20393. Rev-erbα–FITC-DNA binding, fluorescence polarization, 90 min. AID 1259318. hit rate 0.79% among 370,000;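 active means activity above about 14%, limit read from the data; passing the limit was not always enough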;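 further: 0% = DMSO wells with 35 nM protein and 100% = DMSO wells with 750 nM protein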
Target sequence (P20393 whole entry, looked up): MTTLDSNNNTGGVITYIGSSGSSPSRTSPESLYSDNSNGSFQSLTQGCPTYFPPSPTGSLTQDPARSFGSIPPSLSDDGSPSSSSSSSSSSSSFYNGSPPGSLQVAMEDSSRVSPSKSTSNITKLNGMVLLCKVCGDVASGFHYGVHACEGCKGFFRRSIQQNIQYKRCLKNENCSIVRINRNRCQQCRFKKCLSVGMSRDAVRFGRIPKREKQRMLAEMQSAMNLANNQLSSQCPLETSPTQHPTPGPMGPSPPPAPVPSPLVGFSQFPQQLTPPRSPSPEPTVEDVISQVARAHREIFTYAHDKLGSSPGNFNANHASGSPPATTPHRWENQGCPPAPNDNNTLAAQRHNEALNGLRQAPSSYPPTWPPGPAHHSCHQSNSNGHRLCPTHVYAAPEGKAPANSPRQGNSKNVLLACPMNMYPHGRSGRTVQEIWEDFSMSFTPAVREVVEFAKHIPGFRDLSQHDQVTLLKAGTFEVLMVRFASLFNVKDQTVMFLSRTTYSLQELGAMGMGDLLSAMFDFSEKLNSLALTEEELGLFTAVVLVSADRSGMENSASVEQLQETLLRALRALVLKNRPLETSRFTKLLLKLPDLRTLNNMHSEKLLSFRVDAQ
ADAM17 inh: ADAM17 inhibition, QFRET primary screen; recombinant ADAM17, EDANS/DABCYL FRET peptide cleavage; hit rate 0.83% among 370,000; inhibition, % at 6.95 µM; AID 720648; P78536;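 active means inhibition above the mean of compounds lying between control limits plus 3 SD, set per campaign, cut at about 8.5% in these data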;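 further: 0% = DMSO-only wells as the low control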
hcDAF12 agonist: activators of H. contortus DAF-12 nuclear receptor; HEK293 hcDAF-12 lit1-tk-luc reporter, luminescence; 0% DMSO, 100% Δ7-dafachronic acid; activation, % at 6.8 µM; hit rate 1.4% among 370,000; AID 652067;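 active means activation above the mean of all tested compounds plus 3 SD, cut at about 5.5% in these data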;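 further: 100% = response to 3 µM Δ7-dafachronic acid high control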
MBD2 DNA inh: inhibitors of human MBD2 binding to methylated oligonucleotide; TR-FRET; inhibition, % at 4.4 µM; hit rate 0.31% among 370,000; AID 686964; in the data active means inhibition above about 13%
PLCb3 inh: inhibitors of human phospholipase C beta3; hit rate 0.18% among 370,000; inhibition, % at 12.2 µM; Q01970; Purified PLC-beta3, fluorogenic substrate, fluorescence; in the data active means inhibition above about 11%;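 further: 0% = median of compound wells on plate and 100% = full blocker control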
Active calls of the source: *; i = inactive; . = not tested or not shown.

SMILES | PLC-gamma1 inh | ssDAF12 agonist | DAX1 inh-1 | SMARCA2 activ | hgDAF-12 ag | DAX1 inh-2 | NR1D1 modulator | ADAM17 inh | hcDAF12 agonist | MBD2 DNA inh | PLCb3 inh
COc1cccc(CN2C(=O)C(C)N(C(=O)c3c(F)cccc3F)c3ccccc32)c1 (stereo not drawn) | 3 | -1.8 | -1.1 | -4 | -9.2 | -3.2 | 6 | -1 | -4.0 | 6 | -7
COc1cccc(CCC(=O)Nc2cccc(S(=O)(=O)N3CCCC3)c2)c1OC | -2 | -1.6 | -1.8 | -2 | -4.1 | -0.6 | -2 | -3 | -0.6 | 2 | -9
O=S1(=O)C[C@@H](O)[C@@H](Nc2ccccc2)C1 | 5 | -1.1 | 0.0 | 1 | -0.9 | . | 1 | -1 | -0.9 | -3 | -5
Cc1oc(C(C)(C)C)cc1C(=O)N1CCCC1C(=O)O (stereo not drawn) | -4 | -1.8 | 0.1 | -2 | -1.4 | -0.3 | -3 | -6 | -1.3 | -7 | 0
CC1(C)Cc2ccccc2C(=NC(Cc2ccccc2)C(=O)O)N1 (stereo not drawn) | 0 | -1.6 | 0.3 | -3 | -2.0 | 0.1 | -3 | -5 | -0.2 | -3 | -8
CC(OC(=O)c1ccccc1NS(=O)(=O)c1cccc(N)c1)C(=O)N(C)Cc1ccccc1 (stereo not drawn) | 2 | -1.0 | -0.8 | -2 | 1.9 | -0.4 | 7 | 5 | -0.4 | 1 | -2
CC(C)N(C(=O)Cn1cc(SCC(=O)NCc2ccco2)c2ccccc21)C(C)C | 1 | -2.1 | -0.2 | 4 | -1.0 | -0.3 | 7 | -1 | -1.4 | -2 | -6
COc1ccccc1N(CC(=O)NC(C)(C)C)C(=O)c1ccc(Cl)nc1 | 3 | 0.0 | 0.2 | 1 | -0.6 | 0.2 | 2 | -2 | -1.1 | -3 | -5
COCCCn1c(C(=O)NCCC2=CCCCC2)cc2c(=O)n3ccccc3nc21 | i | -1.4 | -0.8 | 0 | -1.0 | 0.2 | 16 | -280 | -0.9 | -5 | i
COc1ccc(S(=O)(=O)Nc2cccc(-n3cnnn3)c2)cc1 | 0 | -1.6 | 0.5 | -1 | -0.1 | -0.2 | 7 | -4 | -1.4 | 0 | -6
Cc1cc(NC(=O)c2cnn3c(C(F)(F)F)cc(-c4ccccc4)nc23)no1 | -8 | -1.8 | -1.1 | 1 | 0.2 | 0.5 | 2 | -5 | 1.0 | 1 | -12
O=C(O)C1CCCCC1C(=O)NCCc1ccc(F)cc1 (stereo not drawn) | 4 | -0.3 | 2.1 | -5 | 0.8 | 0.7 | -1 | -3 | -0.4 | 2 | 1
CNC(=O)CSc1nnc(-c2cccc(S(=O)(=O)N3CCOCC3)c2)n1-c1ccc(F)cc1 | 1 | -1.4 | -0.4 | 0 | 1.7 | -0.3 | -1 | -4 | -0.4 | -5 | 4
O=C(/C=C/c1ccc2c(c1)OCO2)N1CCOCC1 | -32 | -1.1 | 1.4 | 5 | 1.3 | -0.3 | -2 | -27 | 0.4 | 2 | -44
Cc1cnc(=O)[nH]c1SCC(=O)Nc1nccs1 | 0 | -0.8 | 0.8 | 1 | 3.6 | 0.8 | -1 | -1 | -0.3 | 1 | -2
c1csc(CNc2ncnc3nc[nH]c23)c1 | -4 | -1.4 | -0.4 | 1 | 2.5 | 0.2 | -2 | -4 | -0.3 | 5 | 0
O=[N+]([O-])c1nn(-c2ccccc2)n(O)c1=NCc1ccc2c(c1)OCO2 | 3 | -0.8 | 0.5 | 5 | 4.4 | 0.9 | 5 | 1 | 1.8 | -6 | -3
O=C(c1ccc2nccnc2c1)N1CCN(Cc2ccc3c(c2)OCO3)CC1 | 6 | -1.0 | -0.5 | -4 | -2.2 | -0.5 | -3 | 1 | -3.6 | 1 | 2
CC(=O)Nc1ccc(NC(=O)C(C)OC(=O)CCCOc2ccc(Cl)c(C)c2)cc1 (stereo not drawn) | -5 | -1.1 | 0.1 | 1 | 1.0 | -0.4 | 1 | 1 | -0.7 | 1 | -6
COc1cccc(NC(=O)COc2ccc3c(c2)CCC3)c1 | -3 | -0.8 | 0.9 | 2 | 4.5 | 0.0 | -1 | 2 | 0.0 | -2 | -3
CCOC(=O)C1=NN(C(C)=O)C2(CC(=O)N(c3cc(C)cc(C)c3)C2=O)C1 (stereo not drawn) | 2 | -1.8 | 0.8 | 0 | -1.6 | 0.5 | 0 | -3 | 2.8 | 2 | 4
CC(C)COP(=O)(OCC(C)C)C(O)c1ccccc1F (stereo not drawn) | 1 | -1.4 | 0.9 | -4 | 0.7 | 0.9 | -3 | -3 | -0.6 | 7 | 3
C=CCn1cc(/C=C2/NC(=O)NC2=O)c2ccccc21 | -1 | -1.3 | 0.1 | -3 | -2.1 | 0.7 | -8 | -4 | 1.3 | 3 | -9
COC(=O)c1cc2oc3ccccc3c2n1CC(=O)Nc1ccccc1OC | 9 | 0.1 | 0.4 | 1 | 4.2 | 2.0 | -1 | 4 | 4.6 | -6 | 7
CCN(CCO)c1ccc(N=Nc2cc(C)[nH]n2)cc1 | 3 | -0.1 | 1.6 | 2 | 3.4 | -7.2 | 25 | 0 | 4.1 | -16 | -8
CCN(CC)CCCN(C(=O)c1ccccc1C)c1nc(-c2ccc(OC)cc2)cs1 | 4 | -0.2 | 0.6 | 1 | -0.8 | 1.4 | -2 | 1 | 0.9 | 1 | -1
Cc1ccc(SCC(=O)Nc2ccc(N3CCN(c4ccccc4)CC3)c(F)c2)cc1 | -2 | -0.9 | -0.5 | -4 | 0.7 | 0.4 | -4 | -1 | 0.2 | -1 | 1
O=C(O)/C=C/C(=O)Nc1ccc(OCc2ccccc2)cc1 | 1 | -1.1 | -0.4 | 0 | 4.0 | 1.2 | -4 | -2 | 0.0 | 1 | 5
Cc1ccc(NS(=O)(=O)c2cc(C(=O)NCCSc3ccc(C)cc3)ccc2C)cc1 | 3 | -1.6 | -1.3 | -4 | -1.6 | -0.5 | 6 | 12* | -2.5 | 1 | 4
NC(=O)C1(N2CCCC2)CCN(Cc2ccccc2)CC1 | -6 | -1.0 | -0.7 | -3 | -1.5 | 0.0 | 4 | -5 | 0.3 | 1 | -4
O=C(Nc1nc(=O)c2ccccc2s1)c1ccccc1 | -1 | -0.1 | 2.4 | 24* | 9.4 | 1.1 | 23 | -22 | 4.5 | 1 | -3
C=CS(=O)(=O)N(Cc1nnn(Cc2ccccc2)c1Br)[C@@H](CC(C)C)C(=O)OC | -3 | -1.5 | -3.4 | -7 | -1.9 | . | -6 | 0 | -2.4 | 2 | -1
CC(=O)N1CN(C2CCS(=O)(=O)C2)Cc2c1sc1c2CCCC1 (stereo not drawn) | -11 | -1.6 | -0.2 | 1 | -0.2 | 1.4 | -3 | -2 | 0.6 | 2 | -17
CCC(=O)c1ccc(OCC(=O)OCC(=O)N2c3ccccc3CC2C)cc1 (stereo not drawn) | 0 | -0.7 | 0.2 | 0 | -2.2 | -0.5 | 3 | -1 | -0.3 | 3 | -3
N#Cc1nc(/C=C/c2ccccc2)oc1NCCCN1CCOCC1 | i | -1.4 | 1.2 | -1 | 3.5 | 1.4 | 0 | i | -0.9 | 1 | i
CC[C@@]1(C(=O)OC)N[C@H](CN(C)C(=O)Nc2ccc(F)cc2)[C@@H]2C(=O)N(C)C(=O)[C@@H]21 | 0 | -0.8 | 0.4 | -3 | -1.6 | -4.6 | 8 | -6 | 1.7 | 11 | -3
CC(C)CC(=O)Nc1nc(=S)ss1 | 2 | -0.9 | 0.1 | 1 | 1.6 | 0.5 | -1 | 0 | -0.6 | -1 | 0
CC(=O)NCCNC(=O)C1(C)Cc2c(-c3ccccc3)ccnc2O1 (stereo not drawn) | 0 | -1.4 | 0.7 | 1 | 2.1 | . | -4 | -4 | -0.6 | 0 | 0
COc1ccc(-c2nc3ccccc3c(=O)n2CCc2ccc(O)cc2)cc1 | -3 | -0.5 | -1.8 | 1 | -2.8 | -0.8 | 3 | -5 | -0.6 | 0 | -10
CCOC(=O)N/N=C(\C)c1ccc(OC(F)F)cc1OC(F)F | -1 | -0.4 | -0.7 | -2 | -0.9 | 0.2 | -3 | -1 | -2.5 | -1 | 1
Cc1ccc(S(=O)(=O)N2C[C@H]3C(=O)C[C@@H](c4cccs4)N(S(=O)(=O)c4ccc(C)cc4)[C@H]3C[C@H]2c2ccccc2)cc1 | -1 | -1.7 | 0.5 | -3 | -2.2 | . | 2 | 0 | 1.4 | 3 | -1
O=S(=O)(c1ccccc1)N1CCN(Cc2cccc(Br)c2)CC1 | 2 | -1.1 | -0.4 | -4 | -2.3 | . | -1 | 2 | 1.5 | -3 | -5
Cc1ccc(-n2c(C)cc(C=C3C(=O)CC(C)(C)CC3=O)c2C)cc1 | -2 | -0.9 | -0.4 | -2 | 0.2 | 0.1 | 5 | -3 | -2.4 | 5 | -3
COc1ccc(N=CC2=C(O)CC(c3ccccc3)CC2=O)c(OC)c1 (stereo not drawn) | -44 | -1.3 | -2.1 | 0 | 2.4 | 0.6 | -4 | 0 | -0.9 | -3 | -47
O=C(Nc1ccc(N2CCN(C(=O)c3ccco3)CC2)cc1)c1ccccc1 | -2 | -1.8 | -1.1 | 0 | 0.8 | 0.2 | -1 | -5 | -2.0 | 8 | -7

The closing 2 records of the section above are carried over, then new ones follow:
SMILES | PLC-gamma1 inh | ssDAF12 agonist | DAX1 inh-1 | SMARCA2 activ | hgDAF-12 ag | DAX1 inh-2 | NR1D1 modulator | ADAM17 inh | hcDAF12 agonist | MBD2 DNA inh | PLCb3 inh
COc1ccc(N=CC2=C(O)CC(c3ccccc3)CC2=O)c(OC)c1 (stereo not drawn) | -44 | -1.3 | -2.1 | 0 | 2.4 | 0.6 | -4 | 0 | -0.9 | -3 | -47
O=C(Nc1ccc(N2CCN(C(=O)c3ccco3)CC2)cc1)c1ccccc1 | -2 | -1.8 | -1.1 | 0 | 0.8 | 0.2 | -1 | -5 | -2.0 | 8 | -7
CC(=O)Nc1cccc(NC(=O)C2C3C=CC(C3)C2C(=O)O)c1 (stereo not drawn) | -1 | -1.5 | 0.4 | -1 | -1.5 | -0.3 | -2 | -3 | -0.5 | 1 | -4
O=C(N/N=C1\CCCCc2ccccc21)c1ccccn1 | 4 | 0.7 | 2.7 | 6 | 12* | 1.2 | 0 | 2 | 0.8 | 1 | 0
CCCCNC(=O)C[C@H]1C[C@@]2(C(=O)OC)C(=C[C@H](C(C)C)O[C@@H]2C2CC2)N(Cc2ccco2)C1=O | -2 | -1.8 | -0.1 | -4 | -2.2 | . | -3 | 0 | -2.7 | -5 | 5
CCc1nnc(NC(=O)c2cccc(S(=O)(=O)N3CCCC3)c2)s1 | -1 | -0.8 | 0.4 | 0 | -2.4 | -0.2 | 3 | -2 | 2.3 | 0 | -6
CC1CCN(Cc2nnnn2-c2ccc(Cl)cc2)CC1 | -3 | -1.4 | 0.2 | -3 | -1.1 | 0.0 | 4 | -2 | -3.7 | 4 | 1
COc1ccc(NC(=O)Nc2ccccc2F)c([N+](=O)[O-])c1 | -2 | -0.5 | 0.1 | 2 | 2.1 | 0.5 | -3 | -3 | -1.2 | -8 | -1
O=C(c1ccc(Br)o1)N1CCN(c2ccc(F)cc2)CC1 | -2 | -1.3 | -0.4 | -8 | -1.7 | -1.0 | 2 | -6 | -1.3 | 1 | -1
COc1cc(OC)c(OC)cc1CN(C)CCc1ccccn1 | -1 | -0.1 | 1.0 | -1 | -2.1 | -0.1 | 6 | -3 | 0.0 | -2 | 8
